# Screens (PubChem)
# TWEAK Fn14 block: inhibitors of TWEAK-Fn14 interaction signaling | 360,000 compounds, 2% hits | inhibition, % at 10 µM | TWEAK-stimulated Fn14 reporter cells, luciferase luminescence, 8 h | AID 1159606; in the data active = inhibition above about 50%
# LMP1 NFkB inh: reduces LMP1-driven NF-kappaB luciferase signal | 350,000 compounds, 0.69% hits | LMP1-induced NF-kappaB luciferase reporter cells, luminescence | inhibition, % at 12.5 µM | AID 504558; in the data active = inhibition above about 41%;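 note: 0% = neutral control wells and 100% = reference inhibitor control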
# CF NFkB inh: inhibitors of cystic fibrosis induced NF-kB. KKLEB NF-kB-GFP reporter, PAF-induced, GFP fluorescence overnight. inhibition, % at 5 µM. 360,000 compounds, 0.86% hits. AID 588850;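 active = at least 50% inhibition at 5 µM, scaled per plate between neutral and stimulator controls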;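 note: PAF is a Pseudomonas aeruginosa culture filtrate used as stimulus; plate controls were PAF-stimulated DMSO wells for no effect and unstimulated DMSO wells for full effect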
# SRC3 inh: inhibitors of human steroid receptor coactivator 3 (SRC3); Q9Y6Q9; 360,000 compounds, 0.17% hits; inhibition, % at 3.6 µM; HEK293 GAL4-SRC3 luciferase reporter, luminescence;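 active = inhibition above a per-campaign cutoff, the mean of all compounds plus 3 SD, cut at about 60% in these data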;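 note: 0% = DMSO-treated cells and 100% = gossypol-treated cells at 36 µM; higher means less SRC3-driven luciferase light from the GAL4 reporter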
# LRH-1 inv ag: NR5A2 inverse agonism in reporter assay; AID 602396; HEK293T StAR-luciferase reporter, LRH-1 transfected, 24 h; 360,000 compounds, 0.13% hits; O00482; inhibition, % at 3.6 µM;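 active = inhibition above the mean inhibition of all tested compounds plus 3 SD, cut at about 73% in these data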;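 note: 0% = DMSO wells and 100% = reporter-only cells lacking LRH-1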
# Target sequence (O00482 whole entry, looked up): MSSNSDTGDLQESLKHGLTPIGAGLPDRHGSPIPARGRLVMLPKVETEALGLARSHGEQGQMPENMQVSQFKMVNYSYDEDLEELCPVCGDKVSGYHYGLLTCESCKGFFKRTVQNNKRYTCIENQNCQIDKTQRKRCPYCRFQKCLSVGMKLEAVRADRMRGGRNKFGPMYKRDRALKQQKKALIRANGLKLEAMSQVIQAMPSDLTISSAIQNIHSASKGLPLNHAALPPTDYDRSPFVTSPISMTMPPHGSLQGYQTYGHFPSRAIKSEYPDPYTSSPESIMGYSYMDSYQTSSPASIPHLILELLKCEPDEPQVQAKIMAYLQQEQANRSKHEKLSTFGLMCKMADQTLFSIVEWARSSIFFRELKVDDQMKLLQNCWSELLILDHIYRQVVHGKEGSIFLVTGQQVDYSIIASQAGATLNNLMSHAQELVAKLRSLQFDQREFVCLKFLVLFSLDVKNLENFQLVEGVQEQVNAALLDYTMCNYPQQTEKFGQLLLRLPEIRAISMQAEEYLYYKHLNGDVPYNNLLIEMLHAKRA
# NCOA2 inhibitor: inhibits human steroid receptor coactivator 2; HEK293 GAL4-SRC2 luciferase reporter, luminescence; Q15596; 370,000 compounds, 0.17% hits; AID 651957; inhibition, % at 9 µM;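 active = inhibition above the mean inhibition of all tested compounds plus 3 SD, set per campaign, cut at about 52% in these data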;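 note: 0% = DMSO treated cells and 100% = cells given Gossypol at 36 µM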
# SRC1 inh: inhibits human SRC1 coactivator; HEK293 GAL4-SRC1 luciferase reporter, luminescence; inhibition, % at 3.6 µM; 360,000 compounds, 0.12% hits; AID 588354;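 active = inhibition above the campaign mean plus 3 SD, with each screening campaign given its own cutoff, cut at about 60% in these data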;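 note: 0% = DMSO treated cells and 100% = gossypol at 36 µM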
# TROY signal inh: TROY signaling inhibition; 360,000 compounds, 0.98% hits; Q293 LMP1-TROYcd NF-kB luciferase reporter, 4 h; inhibition, % at 10 µM;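 active = compounds whose plate-normalised and pattern-corrected inhibition of the luciferase reporter signal at the single screening dose is 50% or more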
# KKLEB tox: CF airway cell cytotoxicity counter-screen | 360,000 compounds, 0.36% hits | activity change (cytotoxicity), % at 5 µM | KKLEB CF airway cells viability, ATPlite luminescence, overnight; active compounds read low; cells stimulated with P. aeruginosa culture filtrate;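 active = corrected activity change at or below -50% at 5 µM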
# COUP-TFII inh: inhibitors of human COUP-TFII (NR2F2); P24468; HEK293T NGFI-A luciferase reporter, luminescence; inhibition, % at 8.6 µM; 370,000 compounds, 0.7% hits; AID 686940;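 active = inhibition above a per-plate cutoff, mean inhibition of test wells between control levels plus 3 SD, cut at about 38% in these data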;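 note: cells cotransfected with COUP-TFII expression vector driving the NGFI-A reporter; 0% = median of COUP-TF2 test wells and 100% = reporter-only cells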
# Target sequence (P24468 whole entry, looked up): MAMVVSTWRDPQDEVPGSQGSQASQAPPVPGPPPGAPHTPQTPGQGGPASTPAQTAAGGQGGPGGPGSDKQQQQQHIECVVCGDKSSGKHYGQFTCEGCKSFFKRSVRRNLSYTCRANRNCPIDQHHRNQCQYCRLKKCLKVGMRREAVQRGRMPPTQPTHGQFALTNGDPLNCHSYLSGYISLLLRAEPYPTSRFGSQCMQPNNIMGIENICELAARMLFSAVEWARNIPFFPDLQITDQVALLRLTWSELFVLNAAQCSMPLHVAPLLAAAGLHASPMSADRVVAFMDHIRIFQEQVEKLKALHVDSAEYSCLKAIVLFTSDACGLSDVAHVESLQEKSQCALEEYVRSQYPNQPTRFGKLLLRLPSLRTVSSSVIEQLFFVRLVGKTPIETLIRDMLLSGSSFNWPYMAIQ
# C8 TRAIL sens: caspase-8 TRAIL sensitization; NB7+C8 cells + TRAIL, ATPlite viability luminescence; inhibition (viability loss, TRAIL sensitization), % at 10 µM; 360,000 compounds, 1% hits; AID 624354;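 active = compounds causing at least 50% loss of cell viability in the single-dose screen, relative to plate controls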
# * = called active by the depositor; . = no result given.
SMILES	TWEAK Fn14 block	LMP1 NFkB inh	CF NFkB inh	SRC3 inh	LRH-1 inv ag	NCOA2 inhibitor	SRC1 inh	TROY signal inh	KKLEB tox	COUP-TFII inh	C8 TRAIL sens
CCc1sc(C(=O)Nc2cc(Cl)ccc2N2CCCCC2)cc1C	-5	3	-2	0	3	-4	-4	-10	8	4	15
Cc1nn(CC(=O)N(C)C2CCC(C)CC2)c(C)c1S(=O)(=O)N(C)C (stereo unspecified)	9	1	0	6	15	-7	-29	15	19	2	-18
CN(Cc1cccc(F)c1)C(=O)c1ccc(S(=O)(=O)C(F)F)cc1	-20	-2	15	0	0	-3	6	7	-15	3	2
CCOC(=O)/C=C1\SC(C)C(=O)N1CC(=O)N(CCC#N)c1ccccc1 (stereo unspecified)	14	-8	-3	-2	4	-5	4	10	-1	2	4
Fc1ccc2c(c1)[C@H]1OCC[C@H]1[C@@H](c1ccco1)N2	-13	-2	-18	7	-11	-28	-9	-37	13	-23	-14
Cc1cc(Cl)ccc1NC(=O)CN1CCN(C(=O)c2ccco2)CC1	-18	1	9	-12	10	-27	-3	6	5	4	-8
COc1ccc(C)cc1N(CC(=O)NCCSCc1ccco1)S(=O)(=O)c1ccc(C)cc1	24	4	5	-2	-6	0	20	4	8	10	26
CCCCOc1ccc(NC(=O)Cn2c(=O)ccc3c(C)cc(C)nc32)cc1	-11	3	-15	5	20	10	1	15	3	8	2
COc1ccc(CNc2nc3ccccc3n2CCN2CCOCC2)cc1	5	0	8	1	-19	4	3	6	-18	14	18
COC(=O)c1scc(C)c1NC(=O)c1cccc(C#N)c1	7	3	-5	-3	3	.	-3	-23	1	.	9
COc1ccccc1CN1CC(C(=O)NCc2c(F)ccc(C)c2F)CCC1=O (stereo unspecified)	-8	-26	12	-30	-19	-27	-26	-83	-4	-20	7
O=C(Nc1cccc(Cl)c1)NC1CCCCC1	-12	-29	5	-46	-49	-51	-62	-63	3	-7	19
COc1ccc(C)cc1NC(=O)CSc1nnc(-c2ccc(Br)cc2)o1	14	1	2	-15	1	4	-10	32	1	11	25
O=C(Nc1ccc(Cl)c(C(F)(F)F)c1)[C@@H]1CC=C[C@@H]2CCN(C3CC3)C(=O)[C@@H]21	17	-6	-18	14	11	-4	-15	0	7	-16	14
COc1ccc(-n2c(SC3CCOC3=O)nc3ccccc3c2=O)cc1OC (stereo unspecified)	0	-1	21	23	2	-41	-11	-6	-11	4	13
O=C(NCc1ccccc1)c1cc2ccccc2o1	-35	-1	2	-32	-14	-9	-30	-33	-5	-11	0

# An excerpt from above, showing only SRC1 inh and TWEAK Fn14 block:
molecule	SRC1 inh	TWEAK Fn14 block
COc1ccccc1CN1CC(C(=O)NCc2c(F)ccc(C)c2F)CCC1=O (stereo unspecified)	-26	-8
O=C(Nc1cccc(Cl)c1)NC1CCCCC1	-62	-12
COc1ccc(C)cc1NC(=O)CSc1nnc(-c2ccc(Br)cc2)o1	-10	14

# (continued)
SMILES	TWEAK Fn14 block	LMP1 NFkB inh	CF NFkB inh	SRC3 inh	LRH-1 inv ag	NCOA2 inhibitor	SRC1 inh	TROY signal inh	KKLEB tox	COUP-TFII inh	C8 TRAIL sens
O=C(NCc1ccc(Cl)cc1)c1nccnc1CO	-1	-10	11	0	4	-12	8	11	2	6	-2
CCOC(=O)N1CCN(C(=O)c2ccc(CS(=O)c3cccc(C)c3)o2)CC1 (stereo unspecified)	6	-2	0	-16	10	-6	1	-4	2	-19	-1
Cc1ccc(NS(=O)(=O)c2cccc(C(=O)NC3CC3)c2)c(C)c1	-1	-7	7	14	15	16	15	10	-3	-2	-10
CC(=O)C1=C(c2ccccc2)OC(N)=C(C#N)C1c1ccccc1F (stereo unspecified)	3	-1	0	22	24	15	2	4	7	6	-5
CN(C)C1=NC[C@H](Cc2ccccc2)N1CC1CCCCC1	8	-13	8	-11	2	-35	-18	0	-9	7	16
CCCCCCCCCC(=O)NNC(=O)c1c(O)c2ccccc2n(CC)c1=O	-2	0	22	-2	-5	6	-2	28	-14	27	1
O=C(/C=C/c1cccc([N+](=O)[O-])c1)c1cccs1	4	19	44	12	11	-9	-12	20	-1	-31	5
Cc1ccc(NC(=O)CSc2nc(O)cc(=O)n2C)cc1	-3	-11	-4	7	-2	11	1	-16	-3	1	-3
Cc1nnc(SCc2ccccc2Cl)n(N)c1=O	25	0	-15	29	12	15	10	-8	1	12	5
CCc1noc(C)c1C(=O)NNC(=O)COc1ccc(C)cc1	-7	-2	3	5	-7	-26	18	-4	5	13	5
Cc1ccc(C)c(C(=O)CCC(=O)N2CCN(c3cccc(C(F)(F)F)c3)CC2)c1	-4	4	8	-12	-8	-29	1	27	6	-4	2
COc1ccc(OC)c(NC(=O)C2CCN(c3ncccn3)CC2)c1	11	-1	-5	10	20	-6	0	-28	3	9	5
Cc1ccc(S(=O)(=O)N2CCCCC2)cc1C(=O)NC1CC(C)(C)NC(C)(C)C1	2	0	-5	17	9	-6	-4	-13	-7	6	6
COc1ccc(S(=O)(=O)N2CCCC2CNC(=O)c2cccc(OC)c2)cc1 (stereo unspecified)	-7	-3	17	-19	-14	14	-5	-12	1	1	-7
O=C(Nc1ccccc1F)c1ccccc1-c1ccccc1	4	-2	-6	11	-7	-2	-14	-14	7	-3	9
NC1=NC(c2ccccc2)CC(=O)N1 (stereo unspecified)	11	4	-8	-3	17	10	-4	9	9	-14	-5
CN(/N=C/c1ccc(Br)o1)C1=NS(=O)(=O)c2ccccc21	-2	13	-8	8	13	-8	12	16	8	-3	6
CCc1nnc(N/N=C/c2ccc(-c3ccc([N+](=O)[O-])cc3)o2)n1N	-23	5	-21	-15	14	14	-1	-3	-6	-2	-5
CCOc1ccc(OCC)c(NC(=O)C2CCCN(S(=O)(=O)c3c(C)noc3C)C2)c1 (stereo unspecified)	-4	-2	5	15	11	-6	-23	-4	2	0	1
COC(=O)c1cc(S(=O)(=O)N2CCN(c3cccc(C)c3)C(C)C2)c[nH]1 (stereo unspecified)	-4	2	0	-1	-24	-4	-5	5	2	10	-12
CS(=O)(=O)N(CC(=O)NCc1ccncc1)c1ccc(F)c(Cl)c1	-3	-10	0	13	1	-24	-1	6	8	1	3
CCN1CCN(c2cc(SC(C)C)nc(-c3ccc(OC)cc3)n2)CC1	-9	-10	1	10	-14	-2	-4	-6	-5	-10	-5
CC1Oc2ccccc2OC1(O)c1ccc2ccccc2n1 (stereo unspecified)	1	2	-10	11	5	3	-14	-17	6	-26	9
CCOC(=O)CSc1cc(=O)n(C)c2cc(Cl)ccc12	-8	4	12	8	13	-38	-2	-33	-10	-5	-11
CCCN(c1ccccc1F)S(=O)(=O)c1cc(-c2cc(C)no2)ccc1OC	15	-11	-12	12	14	14	9	16	0	23	7
COC(=O)c1nc2n(n1)C(c1ccc(OC)c(OC)c1)C(C(=O)OC1CCCCC1)=C(C)N2 (stereo unspecified)	26	3	-3	5	-14	7	-2	-1	-4	-14	-3
O=C(c1ccc(Cl)cc1)N1CCCC(C(=O)N2CCCCC2)C1 (stereo unspecified)	11	1	3	28	-9	1	2	-1	4	3	-12
COc1ccccc1C1=NOC(C)(c2sc(-c3ccccc3)nc2C)C1 (stereo unspecified)	-26	-2	21	-9	6	-27	-3	-33	-6	0	10
Cc1ccc2oc3nc(C)c(C(=O)Nc4cccc(C(F)(F)F)c4)cc3c(=O)c2c1	-28	0	4	-16	5	.	-21	14	-15	.	14
Nc1ccccc1-c1ccn[nH]1	11	-16	-13	4	25	8	-16	1	7	10	-8
C/C(=N/NC(=O)CN1CCN(Cc2ccccc2Cl)CC1)c1ccncc1	-1	0	-8	-16	13	4	-12	1	5	5	-1
O=C(O)CC/C(=N\Nc1ccc([N+](=O)[O-])cc1)c1ccccc1	-17	-5	-15	17	39	0	3	-33	11	10	-8
c1ccc2c(c1)CCN(c1nc(CN3CCOCC3)nc3sc4c(c13)CCCC4)C2	-6	9	21	15	20	-1	-6	25	-12	14	-1
COc1cccc(C(=O)C[n+]2ccccc2/C=N/O)c1	18	-25	-16	6	0	8	3	-10	6	-1	-8
CCN1CCN(S(=O)(=O)c2ccc(Cl)c(C(=O)Nc3nnc(CC(C)C)s3)c2)CC1	15	2	-8	18	26	-9	-22	21	0	27	6
CC(=O)c1c(C)[nH]c(C(=O)OCC(=O)NCCc2ccc(F)cc2)c1C	11	6	-2	-9	6	13	-3	-7	-1	7	28
CCOC(=O)/C(C(=O)Nc1ccc(Br)cc1)=C1/NC(C)(C)Cc2ccccc21	-30	-21	-3	4	9	-14	-35	-12	7	-12	-2
CC(=O)c1sc(N/N=C2\CC3CC2C(C)C3(C)C)nc1C (stereo unspecified)	5	-25	8	-48	-38	6	-62	-11	-14	-30	4
C=CCNC(=S)N1CCN(CCN=CC2=C(O)CC(c3ccco3)CC2=O)CC1 (stereo unspecified)	-3	-19	-3	21	5	3	1	-8	4	11	16
COC(=O)c1sccc1NC(=S)Nc1cc(C)cc(C)c1	6	-8	-5	2	16	22	4	6	19	4	-5
Cn1c(SCC(=O)c2ccc(F)cc2)ncc(C(=O)Nc2ccccc2)c1=O	-123	17	-17	-8	5	-23	-18	9	0	-19	2
Cc1ccc(C(=O)NNC(=O)C2CCCN(c3ncccn3)C2)cc1 (stereo unspecified)	10	1	6	-22	-6	-21	-1	-5	-1	1	-14
Oc1cccnc1SCc1ccccc1	-15	-10	3	-27	-25	-37	-40	-38	2	-17	3
CCC(C)NS(=O)(=O)c1ccc(OCC(=O)NCc2cccnc2)cc1 (stereo unspecified)	-6	-5	12	-36	7	-2	-7	-11	2	-10	-11
CC(=O)c1c(C)n(-c2ccccc2)c2ccc(O)cc12	46	33	59*	41	11	22	39	28	-16	6	-2
O=C(COC(=O)Cn1cnc2ccccc21)Nc1cccc(S(=O)(=O)N2CCOCC2)c1	-28	-2	10	-3	6	13	-11	-10	-12	-5	-11
COc1cc(CNC(=O)c2cc(-c3cc(F)ccc3OC(C)C)n[nH]2)cc(OC)c1	11	.	-2	-19	0	19	-4	8	0	-14	-1
COc1ccc(-n2c3c(cc(C(=O)NCc4ccco4)c2=O)C(=O)CC(C)(C)C3)cc1	12	1	3	3	-6	-14	8	0	-4	-1	0
CC(C)(C)NC(=O)C(c1ccc(O)cc1)N(C(=O)CCC(=O)Nc1nccs1)c1ccc(F)cc1 (stereo unspecified)	1	-5	18	4	-14	-28	-1	1	-46	18	-5
CCOC(=O)C1(Cc2ccc(OC)cc2)CCN(C(=O)CN2CCN(CC)CC2)CC1	-23	-14	-9	-7	3	-2	-13	-1	8	-3	9
O=C(N/N=C/c1ccc(Sc2nc3ccccc3[nH]2)o1)c1ccncc1	3	11	4	11	24	-70	-7	-7	-1	16	-7
